ALOX12 inh – Primary qHTS assay for inhibitors of human arachidonate 12S-lipoxygenase (ALOX12): Round 2; purified 12hLO, xylenol orange hydroperoxide absorbance; Polyunsaturated fatty acid lipoxygenase ALOX12 (Homo sapiens), P18054; actives 1.1% (n = 580,000); Potency, µM (series often up to 108 µM), without a hit: at the top dose activity change, negative = inhibition, hits mostly inhibitors; active = well fitted inhibition curve with a large enough effect; inconclusive = small, poorly fitted or top-dose-only effect, or another doubt; inactive = no such curve, though single readings can be large or run the other way
Target sequence (P18054 whole entry, looked up): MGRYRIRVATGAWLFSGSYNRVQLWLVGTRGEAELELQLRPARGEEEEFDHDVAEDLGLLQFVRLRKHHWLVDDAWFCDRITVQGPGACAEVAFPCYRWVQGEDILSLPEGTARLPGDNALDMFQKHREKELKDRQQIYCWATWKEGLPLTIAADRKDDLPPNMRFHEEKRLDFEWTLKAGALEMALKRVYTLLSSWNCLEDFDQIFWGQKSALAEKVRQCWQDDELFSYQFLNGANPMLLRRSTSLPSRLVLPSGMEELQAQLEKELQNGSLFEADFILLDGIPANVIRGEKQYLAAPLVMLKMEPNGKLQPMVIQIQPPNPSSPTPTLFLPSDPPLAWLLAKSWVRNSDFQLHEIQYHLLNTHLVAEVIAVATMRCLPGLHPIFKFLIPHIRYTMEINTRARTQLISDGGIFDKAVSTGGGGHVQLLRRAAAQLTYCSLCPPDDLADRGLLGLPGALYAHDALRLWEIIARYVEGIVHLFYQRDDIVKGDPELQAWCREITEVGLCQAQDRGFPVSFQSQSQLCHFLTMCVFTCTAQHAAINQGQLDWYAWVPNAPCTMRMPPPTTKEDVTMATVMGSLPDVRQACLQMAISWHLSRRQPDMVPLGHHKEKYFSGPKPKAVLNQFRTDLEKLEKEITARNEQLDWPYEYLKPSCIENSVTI
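Hydroperoxide product was detected by ferrous iron/xylenol orange as the 573 to 405 nm absorbance ratio. Arachidonic acid at 40 uM (final) was turned over for 30 min at room temperature by 150 nM human 12hLO, pH 7.0 Hepes buffer, after 15 min compound preincubation.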
* marks the source's active call; other numbers are inactive results; [ ] = dose if it differs, or a comment. % is scaled to controls: 0 for no effect and ±100 for the full control effect; potency is read from the fitted curve at half-maximal effect. These rows are one share of the data; count on the stated rates, not on these rows.

For COc1ccc(NC(=O)N2CCN(S(=O)(=O)c3ccc4c(c3)NC(=O)C(C)O4)CC2)cc1 (configuration not stated) the results were ALOX12 inh inconclusive.
CCONC(=O)C(C)Oc1cccc(C)c1C (configuration not stated) was read as ALOX12 inh -11%.
`CCOC(=O)N1CCN(Cc2cc(=O)oc3cc(C)ccc23)CC1` gave ALOX12 inh 2%.
Screening CCN(CC)Cc1cnc2c(C(=O)NC(C)CO)cnn2c1 (configuration not stated) returned ALOX12 inh 15%.
c1cc(CN2CCCNCCNCCCNCC2)ccc1CN1CCCNCCNCCCNCC1 was read as ALOX12 inh -10%[57.4 µM].
O=C(NCc1ccc(F)cc1F)[C@@H]1CCCN1C(=O)[C@@H]1CCCN1C(=O)c1cccc2ccccc12 was read as ALOX12 inh -21%.
For Cc1ccc2c(CCNC(=O)c3cnccn3)c[nH]c2c1 the results were ALOX12 inh -20%.
`CCc1ccc2nc(/N=C(\N)NC(=O)c3ccccc3N)nc(C)c2c1` gave ALOX12 inh 52%[activator].
For CCOC(=O)Cn1cc(CN2C(C(=O)OC)CN(Cc3ccccc3)CCS2(=O)=O)nn1 (configuration not stated) the results were ALOX12 inh inconclusive.
For CCc1ccccc1NC(=O)CN1CCN(Cc2csc(-c3ccc(Cl)cc3)n2)CC1 the results were ALOX12 inh 13%.
For CCC1C(=O)N(C)CCN1C(=O)c1coc(COc2ccc3c(c2)OCO3)n1 (configuration not stated) the results were ALOX12 inh 2%.
`O=C(Cn1nc(-c2ccc(F)cc2)c2ccccc2c1=O)N1CCOCC1` gave ALOX12 inh -26%.
Screening Cc1ccc(Cl)cc1N1CCN(S(=O)(=O)c2c(C(=O)N3CCCCC3)c(C)n(C)c2C)CC1 returned ALOX12 inh -10%.
Screening O=C1CC(c2ccccc2)N(C(=O)CNC(=O)c2cccs2)CCCCCCN1 (configuration not stated) returned ALOX12 inh 14%.
`CCCOc1ccc(C(C)NC(=O)c2ccc(C)nc2)cc1OC` (configuration not stated) gave ALOX12 inh -17%.
Screening CC(C)NC(=O)N[C@H]1C[C@H]2C(=O)NC[C@@H](CCC(=O)N3CCCC3)N2C1 returned ALOX12 inh 197%[activator][176 µM].
CN(Cc1ccc(-c2ccccc2)cc1)Cc1cccc2ccccc12 was read as ALOX12 inh 48%.
Screening Cc1ccc(C(=O)N2CCC(c3n[nH]c(=O)n3-c3ccccc3)CC2)cc1F returned ALOX12 inh 28µM*.
For O=C(Cc1cccs1)NCC1CCCCC(=O)N1 (configuration not stated) the results were ALOX12 inh 19%.
`Cc1ccccc1CNc1ncnc2ccccc12` gave ALOX12 inh 20%.
`COc1cccc(NC(=O)c2sc(-c3ccco3)nc2-c2ccccc2)c1` gave ALOX12 inh -4%.
CN(C)c1ccc(/C=N/Nc2ccc(F)cc2F)cc1 was read as ALOX12 inh inconclusive.
`O=C(c1cc(F)cc(F)c1)N1CCN(C2CCN(Cc3cccnc3)C2=O)CC1` (configuration not stated) gave ALOX12 inh 64%[activator].
`COc1ccccc1NC(=O)CC1C=CCC1` (configuration not stated) gave ALOX12 inh -42%.
`COC(=O)C[C@@H]1CC[C@H](NC(=O)c2ccc3c(c2)OCO3)[C@@H](CO)O1` gave ALOX12 inh inconclusive.
Screening O=C(Nc1cc(Cl)cc2c1[nH]c1cnccc12)c1cccnc1 returned ALOX12 inh inconclusive.
Screening Cc1cc2c(cc1C)CSC(c1ccccc1OC(=O)c1ccc(I)cc1)SC2 returned ALOX12 inh -9%.
CN1C(=O)[C@@H]2C[C@@H](CN2C2CCOCC2)Oc2ccccc21 was read as ALOX12 inh 129%[activator][176 µM].
COC(=O)[C@@H]1Cc2ncn(C(C)C)c2CN1S(=O)(=O)c1cccc2cccnc12 was read as ALOX12 inh 30%[176 µM].
Screening Cc1ccccc1C(=O)N1CCC2(CC1)C(=O)NCN2Cc1ccc(Cl)cc1 returned ALOX12 inh 3%.

18 neighbouring records from above:
For CCc1ccccc1NC(=O)CN1CCN(Cc2csc(-c3ccc(Cl)cc3)n2)CC1 the results were ALOX12 inh 13%.
For CCC1C(=O)N(C)CCN1C(=O)c1coc(COc2ccc3c(c2)OCO3)n1 (configuration not stated) the results were ALOX12 inh 2%.
`O=C(Cn1nc(-c2ccc(F)cc2)c2ccccc2c1=O)N1CCOCC1` gave ALOX12 inh -26%.
Screening Cc1ccc(Cl)cc1N1CCN(S(=O)(=O)c2c(C(=O)N3CCCCC3)c(C)n(C)c2C)CC1 returned ALOX12 inh -10%.
Screening O=C1CC(c2ccccc2)N(C(=O)CNC(=O)c2cccs2)CCCCCCN1 (configuration not stated) returned ALOX12 inh 14%.
`CCCOc1ccc(C(C)NC(=O)c2ccc(C)nc2)cc1OC` (configuration not stated) gave ALOX12 inh -17%.
Screening CC(C)NC(=O)N[C@H]1C[C@H]2C(=O)NC[C@@H](CCC(=O)N3CCCC3)N2C1 returned ALOX12 inh 197%[activator][176 µM].
CN(Cc1ccc(-c2ccccc2)cc1)Cc1cccc2ccccc12 was read as ALOX12 inh 48%.
Screening Cc1ccc(C(=O)N2CCC(c3n[nH]c(=O)n3-c3ccccc3)CC2)cc1F returned ALOX12 inh 28µM*.
For O=C(Cc1cccs1)NCC1CCCCC(=O)N1 (configuration not stated) the results were ALOX12 inh 19%.
`Cc1ccccc1CNc1ncnc2ccccc12` gave ALOX12 inh 20%.
`COc1cccc(NC(=O)c2sc(-c3ccco3)nc2-c2ccccc2)c1` gave ALOX12 inh -4%.
CN(C)c1ccc(/C=N/Nc2ccc(F)cc2F)cc1 was read as ALOX12 inh inconclusive.
`O=C(c1cc(F)cc(F)c1)N1CCN(C2CCN(Cc3cccnc3)C2=O)CC1` (configuration not stated) gave ALOX12 inh 64%[activator].
`COc1ccccc1NC(=O)CC1C=CCC1` (configuration not stated) gave ALOX12 inh -42%.
`COC(=O)C[C@@H]1CC[C@H](NC(=O)c2ccc3c(c2)OCO3)[C@@H](CO)O1` gave ALOX12 inh inconclusive.
Screening O=C(Nc1cc(Cl)cc2c1[nH]c1cnccc12)c1cccnc1 returned ALOX12 inh inconclusive.
Screening Cc1cc2c(cc1C)CSC(c1ccccc1OC(=O)c1ccc(I)cc1)SC2 returned ALOX12 inh -9%.

Next part.
`O=C1CCN(S(=O)(=O)c2cccc(F)c2)CCCC(CO)CCN1` (configuration not stated) gave ALOX12 inh 7%.
`O=C(OCc1ncc(-c2ccccc2)o1)c1ccc(Cl)nc1` gave ALOX12 inh 26%.
COc1cccc(CC(=O)N2CCC3(CC2)OC(=O)N(Cc2ccccc2F)C3(C)c2ccccc2)c1 (configuration not stated) was read as ALOX12 inh 5%.
Screening COc1cc2nc(N3CCCC(O)C3)c(CNCc3ccccc3C(F)(F)F)cc2c(OC)c1OC (configuration not stated) returned ALOX12 inh inconclusive.
CCN1CC(CN(C)C(=O)c2cc(Cn3c(C)nc4ccccc43)[nH]n2)CC1=O (configuration not stated) was read as ALOX12 inh 12%.
`COCCN1C(=O)CC[C@]2(C(=O)N3CCC(N4CCCCC4)CC3)CCCC[C@@H]12` gave ALOX12 inh 82%[activator].
For CCOc1ccc2oc(=O)cc(CN3CCN(Cc4ccccc4F)CC3)c2c1 the results were ALOX12 inh inconclusive.
Screening Cc1ccccc1-c1nn2c(=O)cc(N3CCN(C(=O)Nc4ccccc4Cl)CC3)nc2s1 returned ALOX12 inh -26%.
Screening F[C@@H]1CN(Cc2cccnc2)C[C@@H]1OCc1nc2ccccc2[nH]1 returned ALOX12 inh 21%[176 µM].
COc1cccc(CN2C(=O)OC3(CCN(C(=O)c4cccc(C#N)c4)CC3)C2(C)c2cccnc2)c1 (configuration not stated) was read as ALOX12 inh 1%.
Screening COc1ccc(-n2nc(C3CCCN(Cc4cccc5ccccc45)C3)[nH]c2=O)cc1 (configuration not stated) returned ALOX12 inh 38%[activator].
NC(=O)[C@H](CC1CCCCC1)NC(=O)[C@@H]1CN(C(=O)c2cccnc2)CCN1C(=O)C1CCNCC1 was read as ALOX12 inh 8%.
For CCC(=O)N1Cc2ccccc2CC2(CCCCN2Cc2cccnc2)C1 (configuration not stated) the results were ALOX12 inh -3%[6.33 µM].
For Cc1cccc(C(=O)NCCC2CCN(C(=O)Nc3ccc(F)cc3)CC2)c1 the results were ALOX12 inh -6%.
For O=C(CCc1ccc2c(c1)CN(C(=O)C1CC1)CCO2)NCCCn1cccn1 the results were ALOX12 inh 13%.
Screening COC(=O)N1C[C@H](OCc2ccc3c(c2)OCO3)[C@H]2C[C@@H]1c1ccccc1O2 returned ALOX12 inh 1%.
Screening CNC(=O)C(C)NC(=O)c1cccc(Cl)c1Cl (configuration not stated) returned ALOX12 inh 15%.
Screening Cn1c(=O)[nH]c2c(nc(-c3ccccc3)n2CCc2ccccc2)c1=O returned ALOX12 inh 16%.
For CN(C(=O)c1ccc2c(c1)NC(=O)CS2)c1ccccc1 the results were ALOX12 inh inconclusive.
COCC(=O)N[C@H]1C[C@@H](CO)N(Cc2cccc(OC)c2)C1 was read as ALOX12 inh 30%.
For O=[S+]1([O-])NCC2(CCN(CC3CCCCC3)CC2)Oc2ncccc21 the results were ALOX12 inh 1%[6.33 µM].
`O=C(Nc1ccc(Cl)c(C(F)(F)F)c1)c1ccccc1Cl` gave ALOX12 inh -11%.
`CCN1C(=O)C2CC3(CCN(C4CCN(C)CC4)CC3)CN2C1=O` (configuration not stated) gave ALOX12 inh 70%[activator].
C=C(C)C1CCC(C)(O)CC1 (configuration not stated) was read as ALOX12 inh 10%[176 µM].
`C[C@H]1[C@@H](NS(=O)(=O)c2ccc(-c3ccccc3)cc2)CC[C@@]23CCCN2C(=O)CCC[C@@H]13` gave ALOX12 inh 13%.
`Cc1ccccc1C(=O)N1CCCCC1CO` (configuration not stated) gave ALOX12 inh 31%[activator].
O=C(C[C@@H]1O[C@H](CNC(=O)Nc2cccc(F)c2)[C@@H](O)[C@H]1O)NCc1cccnc1 was read as ALOX12 inh -1%[176 µM].
COc1ccc(C2(C(=O)N3CCCC(CO)CCNC(=O)CC3)CC2)cc1 (configuration not stated) was read as ALOX12 inh 32%.
CCCNC(=O)C1COC2(CCCCC2)N1C(=O)c1cccc(Cl)c1 (configuration not stated) was read as ALOX12 inh 12%.
For CO[C@H]1COCCN(C(=O)c2cc(C)oc2C(F)(F)F)C1 the results were ALOX12 inh 43%[activator][176 µM].
CCCN(CCC)C(=O)c1cc2sc3ccccc3c2s1 was read as ALOX12 inh 5µM*.
Screening O=C1N2CCCC2CN1C1CCN(Cc2cccc(Cl)c2)CC1 (configuration not stated) returned ALOX12 inh 2%[176 µM].
For CCOC(=O)c1sc(Nc2cc(C)ccc2C)nc1C(F)(F)F the results were ALOX12 inh inconclusive.
Screening COc1cccc(NC(=O)Nc2ccc3nc(N4CCOCC4)cc(C)c3c2)c1 returned ALOX12 inh 21%.
For CCn1nccc1C(=O)N1CCCC(c2nc(-c3cccnc3)no2)CCNC(=O)CC1 (configuration not stated) the results were ALOX12 inh 14%.
`COc1ccc(CCn2c(SCCC(C)C)nc3c2c(=O)n(C)c(=O)n3C)cc1` gave ALOX12 inh inconclusive.
Screening CCCc1c(-c2ccc(F)cc2F)ncn1Cc1cccc(-c2ccccc2)c1 returned ALOX12 inh inconclusive.
`O=C(CCC1CCCC1)NC1CCCc2ccccc21` (configuration not stated) gave ALOX12 inh 14%.
O=C(CC1CCCCC1)Nc1nc(-c2c[nH]c3ccccc23)cs1 was read as ALOX12 inh inconclusive.
CN(C)Cc1cc(CC2(NCc3cccc4c3OCO4)COC2)no1 was read as ALOX12 inh 45%[activator][176 µM].
For C[S+](=O)([O-])Nc1cccc(-c2cc(-c3cccnc3)c3cncn3c2)c1 the results were ALOX12 inh 42%[activator][176 µM].
CCc1ccccc1CN1CCC2(Cc3ccccc3CNC2=O)C1 (configuration not stated) was read as ALOX12 inh 9%[6.33 µM].
Screening C=C(C)c1cccc(C(C)(C)NC(=O)NC(CC)CO)c1 (configuration not stated) returned ALOX12 inh 0%.
Screening NCC(O)COc1ccccc1 (configuration not stated) returned ALOX12 inh -27%.
For Cc1ccccc1/[N+]([O-])=C/c1ccccc1 the results were ALOX12 inh -5%.
Cc1ccc(C(=O)N2CCCC(n3cc(-c4nc(-c5ccccc5)no4)nn3)C2)cc1 (configuration not stated) was read as ALOX12 inh -11%.
Cc1ccc(Cl)cc1NC(=O)N1CCCC1c1ccco1 (configuration not stated) was read as ALOX12 inh 16%.
For C[C@H]1COc2cc(N3CC[C@H](O)C3)ccc2S(=O)(=O)N1 the results were ALOX12 inh 31%.
For CNC1(c2nnnn2-c2ccccc2C)CCCC1 the results were ALOX12 inh inconclusive.
`NC(=O)NCC(=O)N1CCCC(c2cc(N3CCOCC3)ncn2)C1` (configuration not stated) gave ALOX12 inh 5%.
`COCCn1c(SCc2nc(-c3ccccc3C)no2)nc2ccsc2c1=O` gave ALOX12 inh 18%.
For Cc1nc(-c2ccc(CCNC(=O)c3nccnc3N)s2)cs1 the results were ALOX12 inh 3%.
For O=C(c1ccc(C(F)(F)F)cc1)N1CCn2c(nnc2C2CCCNC2)C1 (configuration not stated) the results were ALOX12 inh 57%.
Screening CC[C@@H](C)[C@H](NC(=O)CCn1ccc2ccc(F)cc21)C(=O)O returned ALOX12 inh -2%.
`COCCOC(=O)C1=C(C)N=C2SC=C(CC(=O)NC3CC3)N2C1c1ccccc1C` (configuration not stated) gave ALOX12 inh 65%[activator].
CCCCN(CCCC)C(=O)c1ccc(N)cc1 was read as ALOX12 inh 16µM*.
For CNc1cc(C)nc(N2C[C@H](NC(=O)C3CCOCC3)[C@@H](C3CC3)C2)n1 the results were ALOX12 inh 37%.
For COc1cccc(CN2Cc3cc(NC(=O)c4cccc(F)c4)ccc3OC(C)C2=O)c1OC (configuration not stated) the results were ALOX12 inh 40%.
`COc1cccc(CNC(=O)Cn2c(-c3ccc(F)cc3)nc(C)cc2=O)c1` gave ALOX12 inh 17%.

Assay outcomes from PubChem.
